# OXTR ag: human OXTR agonists, primary screen, fluorescence, CHO-OTR cells, Fluo-8 calcium; Oxytocin receptor (Homo sapiens), P30559; Fluo-8 calcium fluorescence; normalized: DMSO 0%, oxytocin 100%; activation, % at 3 µM; hit rate 0.32% among 320,000;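 active = activation above the mean of all tested compounds plus 3 SD, cutoff set per screening run, cut at about 20% in these data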;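 also: peak over basal fluorescence ratio from a 100 s FLIPR kinetic read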
# PHOSPHO1 inh: PubChem AID 1565. hit rate 1.1% among 290,000. inhibition, % at 13.3 µM. Phosphoethanolamine/phosphocholine phosphatase (Homo sapiens), Q8TCT1. recombinant PHOSPHO1, absorbance phosphatase assay; in the data active = inhibition above about 60%
# MEKK3 PB1 HTS: modulators of MEKK3-MEK5 PB1 binding, primary screen, biochemical, wildtype MEKK3, multiplex bead flow cytometry, Alexa488-MEK5; Mitogen-activated protein kinase kinase kinase 3 (Homo sapiens), Q99759; bead-based flow cytometry, Alexa488-MEK5 binding to MEKK3; actives lie on both sides; 0 = blocked by unlabeled MEK5, 100 = vehicle; binding response (% of control), % at 10 µM; hit rate 1.4% among 290,000;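 active = binding response more than 3 SD above or below the average of its plate-row segment, actives on both sides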;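 also: Alexa488 bead fluorescence after subtracting the streptavidin-only scavenger bead signal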
# Target sequence (Q99759 whole entry, looked up): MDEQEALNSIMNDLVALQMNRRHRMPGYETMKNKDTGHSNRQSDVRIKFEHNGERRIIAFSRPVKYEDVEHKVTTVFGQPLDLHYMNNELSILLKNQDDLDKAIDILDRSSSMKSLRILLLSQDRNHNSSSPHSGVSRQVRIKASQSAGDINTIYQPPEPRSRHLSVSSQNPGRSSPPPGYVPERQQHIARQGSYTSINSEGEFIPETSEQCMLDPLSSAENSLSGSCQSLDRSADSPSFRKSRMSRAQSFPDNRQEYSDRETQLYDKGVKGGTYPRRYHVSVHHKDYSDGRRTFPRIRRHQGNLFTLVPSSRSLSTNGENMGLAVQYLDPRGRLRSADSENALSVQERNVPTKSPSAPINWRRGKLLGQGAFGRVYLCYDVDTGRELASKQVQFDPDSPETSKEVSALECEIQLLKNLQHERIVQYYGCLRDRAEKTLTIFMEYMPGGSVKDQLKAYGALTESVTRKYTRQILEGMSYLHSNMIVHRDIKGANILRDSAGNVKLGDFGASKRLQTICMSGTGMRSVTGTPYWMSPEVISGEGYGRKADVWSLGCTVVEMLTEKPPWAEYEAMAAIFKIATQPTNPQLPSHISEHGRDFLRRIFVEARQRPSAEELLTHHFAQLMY
# MEKK2 WT-MEK5: modulators of MEK5 binding to wildtype MEKK2, primary screen, biochemical, multiplex bead flow cytometry, Alexa488-MEK5; Mitogen-activated protein kinase kinase kinase 2 (Homo sapiens), Q9Y2U5; Alexa488-MEK5 binding to MEKK2 WT; actives lie on both sides; binding response (% of control), % at 10 µM; hit rate 1.1% among 290,000; AID 1531, 2009; in the data active = binding response below about 67% or above about 130%
# MEKK2 mut-MEK5: MEK5 binding signal on mutant MEKK2 PB1, primary screen, biochemical, multiplex bead flow cytometry, Alexa488-MEK5; Alexa488-MEK5 binding to MEKK2 mutant; percent response, % at 10 µM; hit rate 0.35% among 290,000; in the data active = percent response above about 24%, passing the limit was not always enough; also: inactives centre near 1; some results filed as inactive read as strong as hits; reference of the scale not given here
# NALP1 inh: NALP1 inflammasome inhibitors in reconstituted yeast, colorimetric, S. cerevisiae, triplicate retest. S. cerevisiae NALP1/ASC/caspase-1 growth, X-gal OD620, 72 h. hit rate 0.61% among 280,000. inhibition, % at 10 µM. AID 2071, 2009; in the data active = inhibition mostly above about 24%, no sharp cut-off; inactive = mostly below about 32%; also: some compounds called inactive have numbers as strong as hits
# GPR7 antagonist: GPR7 receptor antagonists, primary screen, cell-based, fluorescence, single concentration | Neuropeptides B/W receptor type 1 (Homo sapiens), P48145 | GPR7-expressing cells, fluorescence antagonist assay | inhibition, % at 4.4 µM | hit rate 1.1% among 290,000 | AID 1861, 2009; in the data active = inhibition above about 16%, passing the limit was not always enough;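 also: cells stimulated with the agonist NPW; 0% = agonist with vehicle and 100% = vehicle without agonist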
# GalR3 antagonist: GalR3 antagonists in HEK293 cells, primary screen, cell-based, fluorescence readout. Galanin receptor type 3 (Homo sapiens), O60755. HEK293 GalR3-CNG cAMP membrane potential fluorescence; galR3 body fused to GalR1 C-terminus. inhibition, % at 3 µM. hit rate 0.44% among 360,000. AID 651719, 2012;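 active = inhibition above the screen-wide average plus 3 SD, cut at about 13% in these data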;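 also: forskolin and galanin both at EC90 stimulate the cells; cAMP rise reported by CNG channel membrane potential dye signal; 0% = forskolin plus galanin with DMSO and 100% = forskolin alone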
# V1aR counter: agonists of human V1a receptor, primary screen, counter-screen for OXTR agonist project, fluorescence, CHO-V1R cells; activation, % at 3 µM; Fluo-8 calcium fluorescence, agonist mode; 0% DMSO, 100% 3 nM vasopressin; hit rate 0.25% among 320,000; Vasopressin V1a receptor (Homo sapiens), P37288;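 active = activation above the mean activation of all tested compounds plus 3 SD, per screening run, cut at about 20% in these data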;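 also: signal is peak over basal fluorescence ratio across a 100 second FLIPR read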
# Target sequence (P37288 whole entry, looked up): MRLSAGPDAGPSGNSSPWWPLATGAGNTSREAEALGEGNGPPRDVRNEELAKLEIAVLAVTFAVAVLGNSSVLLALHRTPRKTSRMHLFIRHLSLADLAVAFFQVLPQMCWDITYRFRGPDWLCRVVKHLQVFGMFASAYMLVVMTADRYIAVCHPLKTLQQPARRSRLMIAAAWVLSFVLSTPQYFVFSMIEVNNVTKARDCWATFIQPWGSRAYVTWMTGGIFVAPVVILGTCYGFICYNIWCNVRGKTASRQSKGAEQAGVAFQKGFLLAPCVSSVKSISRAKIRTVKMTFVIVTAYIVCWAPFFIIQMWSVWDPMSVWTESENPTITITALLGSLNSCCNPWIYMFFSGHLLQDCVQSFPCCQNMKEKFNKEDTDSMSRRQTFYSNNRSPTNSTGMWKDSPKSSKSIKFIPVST
# * hit, by the source's call; · = no result given.
canonical_smiles,OXTR ag,PHOSPHO1 inh,MEKK3 PB1 HTS,MEKK2 WT-MEK5,MEKK2 mut-MEK5,NALP1 inh,GPR7 antagonist,GalR3 antagonist,V1aR counter
CCN(CC)C(=O)N1CCC(NC(=O)Cc2ccccc2)CC1,0.2,17,99,98,2,-8,-4,1,0.4
CN(C)c1[nH]c(=O)c(C#N)c2c1CCN2Cc1ccccc1,0.5,18,107,111,5,-19,-6,-7,0.1
CCOC(=O)C1=C(c2ccccc2)NC(=O)NC1c1cc(OC)c(OC)cc1OC (configuration not stated),1.3,34,103,102,4,1,-6,-3,2.4
Cc1ccc(C(=O)N/C(=C/c2cccs2)C(=O)N2CCCCCC2)cc1,-1.9,46,96,93,-6,3,-7,2,-0.5
COc1cc(/C=N/NC(=O)C(C)Nc2n[nH]c(=O)[nH]c2=O)ccc1O (configuration not stated),1.7,-2,103,106,1,4,0,-12,0.4
CCCC1(c2ccccc2)NC(=O)N(CC(=O)Nc2cc(S(=O)(=O)N3CCOCC3)ccc2Cl)C1=O (configuration not stated),1.8,-6,94,106,0,4,-3,-1,2.8
O=C(COC(=O)c1cc[n+]([O-])cc1)Nc1ccccc1Sc1ccccc1,-0.1,58,96,95,-2,-1,-9,-6,-1.1
COC(=O)c1ccc2c(c1)S(=O)(=O)NC(=NCCCN1CCOCC1)S2,-0.1,-16,·,·,·,-67,-8,-4,1.0
COCc1nnc(NS(=O)(=O)c2ccc(F)cc2)s1,0.5,·,101,99,13,-24,-9,-3,-0.3
Cc1ccccc1NC(=S)NC(NC(=O)C(C)(C)C)C(Cl)(Cl)Cl (configuration not stated),3.5,21,98,100,-1,2,10,-6,4.7
Cc1ccc(C(=O)N/C(=C\c2cccs2)C(=O)NCCCn2ccnc2)cc1,-1.4,3,108,93,-1,16,1,2,1.5
CC(=O)c1ccc(NC(=O)CSc2nc(=O)cc(N)n2-c2ccccc2)cc1,1.2,30,100,97,0,-2,-6,-1,0.5
COc1cc(/C=N/NC(=O)CSCc2ccc([N+](=O)[O-])cc2)cc(OC)c1OC,-0.1,0,101,97,0,15,22*,-3,2.0
COCC1CCN(Cc2cn[nH]c2-c2cc3ccccc3o2)C1 (configuration not stated),-0.2,-8,88,107,-5,-24,-1,-1,0.6
Cc1cc(NS(=O)(=O)c2ccc(NC(=O)COc3ccc(Cl)cc3Cl)cc2)no1,-0.5,38,105,113,9,10,-22,4,2.7
CCc1ccc2[nH]c(=O)c(CN(CCN(CC)CC)C(=S)NCc3ccco3)cc2c1,1.1,12,95,106,-12,13,6,-4,0.9
CC(NC(=O)c1ccccc1F)c1nnc(SCC(=O)Nc2nccs2)n1C (configuration not stated),0.0,-4,99,97,-7,-30,-2,-8,0.5
CCC(=O)Nc1sc2c(c1C#N)CC(C)(C)NC2(C)C,0.5,1,102,104,3,-18,0,-2,0.6
Cc1cc(=O)n2nc(N3CCC(C(=O)NCCc4ccc(Cl)cc4)CC3)sc2n1,-0.5,33,99,97,-1,10,-11,0,0.3
CC(C)N1C(=O)/C(=C\c2nc3ccccc3c(=O)n2-c2ccccc2)c2ccccc21,-1.3,5,108,98,-2,19,-5,3,-1.4
Cc1ccccc1CC1SC(N)=NC1=O (configuration not stated),-0.4,29,99,107,5,-7,-8,-3,0.4
COc1cc(NC(=O)COc2ccccc2[N+](=O)[O-])ccc1NC(=O)c1ccco1,-0.2,30,98,93,-4,10,-22,0,-0.8
S=C(NCCc1ccccn1)NC1CCCCC1,-0.1,-5,96,93,-2,15,-6,1,0.2
COC(=O)c1sccc1S(=O)(=O)NC(C)c1cnn(-c2ccc(OC)cc2)c1C (configuration not stated),-1.1,-2,103,102,0,16,-4,-4,0.8
O=C(O)c1cccc(Nc2nc3ccccc3nc2NS(=O)(=O)c2cccs2)c1,-0.8,44,100,103,-4,28,4,0,-0.1
Cc1c(=O)n(OCc2ccc(Cl)cc2)c2ccccc2[n+]1[O-],-3.3,20,84,84,-20,10,9,-7,-1.6
COc1ccccc1N1CCN(C(CNC(=O)C2CCCCC2)c2cccnc2)CC1 (configuration not stated),-0.2,12,110,117,10,·,-12,·,-0.8
Cc1ccc(-c2cc(C#N)c(=O)n(Cc3c(Cl)cccc3Cl)c2)cc1,-0.4,10,99,99,-4,-1,0,-7,0.4
Cc1ccc(NC(=O)C2CC(=O)NC(Nc3cccc(C)c3)=N2)cc1 (configuration not stated),0.0,25,105,102,10,1,2,-2,-0.8
NC(=O)c1ccc(N2CCOCC2)nc1,0.5,43,95,95,-2,10,2,-3,-0.8
Cc1ccc(NC(=O)CC(O)(C(F)(F)F)C(F)(F)F)cc1,4.2,-19,99,99,0,10,-4,-4,4.3
COC(=O)c1ccccc1NC(=O)COC(=O)CSCC(=O)N1CCOCC1,-0.8,-33,101,97,0,26,4,-3,0.0
Cc1ccc(OCCC(=O)NCCc2ccc(S(N)(=O)=O)cc2)cc1,-0.3,2,94,94,-4,12,-4,-2,0.2
COC(=O)C(C)Oc1ccc(=O)[nH]n1 (configuration not stated),0.3,-39,102,103,2,16,3,-1,1.0
CC(C)(C)NC(=O)COC(=O)c1ccc(Cl)nc1,0.1,6,104,98,2,2,-9,6,0.3
CCOC(=O)CNC(=S)SC,-0.1,43,104,102,7,3,-16,-5,-2.1
CCOC(=O)C1=C(C)N(c2ccc(C)cc2)C(=O)/C1=C\c1ccc(O)c(OC)c1,1.3,12,89,82,-4,12,7,-4,0.2
Cc1cc(C)cc(N2CC34C=CC(O3)C(C(=O)OCC(=O)NCc3ccco3)C4C2=O)c1 (configuration not stated),-2.6,-14,99,99,2,6,-3,-6,-1.3
COc1ccc(C2c3c(oc4ccccc4c3=O)C(=O)N2CCCN2CCOCC2)cc1 (configuration not stated),-0.2,·,94,95,-7,·,-8,·,0.5
CCN(CC)C(=S)SCC(=O)Nc1nc(-c2ccccc2)c(-c2ccccc2)o1,0.4,-18,95,98,-2,29,0,-4,0.5
Cc1ccc2c(c1)C(=C(C#N)C#N)C(=O)N2CCN1CCCCC1,-1.4,-6,105,108,0,·,-1,-2,1.2
CC(=O)Oc1ccc(C(C)=O)c2c1OCCO2,-0.5,2,97,97,-1,8,4,-3,0.0
Cc1ccc(C(=O)Nc2nnc(COc3ccccc3)s2)cc1,-0.2,4,103,95,-4,7,-5,-5,-0.7
O=C(c1cccnc1)N1C2C=CC(C2)C1(C(F)(F)F)C(F)(F)F (configuration not stated),0.8,-31,94,94,-4,11,-3,-2,0.8
CCC(=O)Nc1ccc(C(=O)CSc2nnc(-c3ccc(NS(=O)(=O)CC)cc3)o2)cc1OC,0.6,15,93,99,-5,·,-8,2,0.1
Cn1c(=O)c2cc(S(=O)(=O)NC(Cc3ccccc3)C(=O)NCc3ccco3)ccc2n(C)c1=O (configuration not stated),-0.6,15,99,98,-4,-10,-15,4,1.1
Cc1ccc(/C=N/NC(=O)c2ccco2)s1,-1.0,9,101,103,3,5,-14,-6,0.7
COc1cccc(C2CC(c3ccccc3Cl)n3nnnc3N2)c1 (configuration not stated),2.1,-10,105,102,8,10,-1,4,1.8
CC(=O)NC(Cc1cccc(F)c1)C(=O)NC1CCN(C(=O)Nc2ccc(C)cc2)CC1 (configuration not stated),0.8,22,99,100,-3,14,-8,-6,0.3
Cc1ccc(S(=O)(=O)N2CCCCC2C)cc1[N+](=O)[O-] (configuration not stated),-2.4,22,105,107,7,14,-8,-11,-0.7
CCN(CC)c1ccc(-n2c(O)c(C=C3N=c4ccccc4=N3)sc2=S)cc1,-0.1,11,153*,99,0,22,-6,-2,-0.5
Fc1ccc(N2CCN(Cc3cnc(N4CCOCC4)s3)CC2)cc1,0.3,-13,107,103,3,8,-1,-2,1.5
Cc1csc(=N)n1-c1ccc(Cl)cc1,-2.3,4,·,·,·,13,-18,-1,-0.7
COc1ccc(OC)c(CCNC(=O)c2ccc3c(c2)N(Cc2ccc(F)cc2)CCS3)c1,-2.8,27,99,94,-6,24,21,·,-1.3
Cc1nc(-c2noc(-c3ccc(Cl)cc3)n2)c(C(F)(F)F)o1,-1.2,20,92,95,-22,5,-14,-5,0.8
COc1ccc(CNS(=O)(=O)c2ccc3c(c2)CC(C)N3C(=O)C2CC2)cc1 (configuration not stated),7.4,24,100,102,1,20,23,-9,6.7

# More entries follow:
canonical_smiles,OXTR ag,PHOSPHO1 inh,MEKK3 PB1 HTS,MEKK2 WT-MEK5,MEKK2 mut-MEK5,NALP1 inh,GPR7 antagonist,GalR3 antagonist,V1aR counter
O=C(NCc1nc2ccccc2[nH]1)c1cc2ccccc2oc1=O,-1.1,-16,91,98,-2,26,-7,-1,-0.7
O=C(CCn1cnc2ccccc21)N=Nc1c(O)[nH]c2ccccc12,-0.1,37,104,100,1,-5,-11,-4,3.9
CC(=O)Nc1ccc(C)c([N+](=O)[O-])c1,0.5,40,100,100,1,-11,-5,0,-0.4
NS(=O)(=O)c1ccc(CCNC(=O)CSc2nc3ccsc3c(=O)n2CC2CCC(C(=O)O)CC2)cc1 (configuration not stated),0.6,27,87,89,-4,10,1,-5,1.0
CC(C)Cc1nnc(NC(=O)c2cc(-c3ccccc3)nc3ccccc23)s1,1.0,30,90,86,-8,14,-12,0,0.3
COc1ccc(C2c3[nH]c4ccccc4c3C[C@H]3C(=O)N(CC(C)C)CC(=O)N23)c(OC)c1 (some centres not stated),-0.1,28,107,106,6,20,6,-11,0.4
O=S1(=O)CC(N2CCCCC2)C(N2CCCCC2)C1 (configuration not stated),0.2,21,101,104,5,12,-2,0,-0.2
COc1cccc(CN(C)C(=O)c2[nH]c(C)c(C(C)=O)c2C)c1OC,6.0,28,94,96,-5,22,2,-6,8.2
O=C(N/N=C/c1ccncc1)/C(=C/c1ccccc1)NC(=O)c1ccccc1,1.3,0,103,107,8,33,-7,-4,1.4
Cc1cc(OCC(=O)NCCO)cc(C)c1Cl,-0.6,-13,97,99,3,-20,5,-2,-0.7
CCS(=O)(=O)CCSC(=N)N,0.5,-1,106,107,4,-3,4,-3,0.5
Cc1ccc(C(=O)C(C)OC(=O)Cn2[nH]c(=O)c3ccccc3c2=O)cc1C (configuration not stated),0.2,38,103,104,8,2,-21,-3,3.9

# Single records (already shown). Values in the order: OXTR ag, PHOSPHO1 inh, MEKK3 PB1 HTS, MEKK2 WT-MEK5, MEKK2 mut-MEK5, NALP1 inh, GPR7 antagonist, GalR3 antagonist, V1aR counter
# CC(C)(C)NC(=O)COC(=O)c1ccc(Cl)nc1 is listed as 0.1, 6, 104, 98, 2, 2, -9, 6, 0.3
# Cc1ccc(NC(=O)CC(O)(C(F)(F)F)C(F)(F)F)cc1 is listed as 4.2, -19, 99, 99, 0, 10, -4, -4, 4.3
